Assay outcomes (PubChem)
CHT allo act: CHT positive allosteric modulators, primary screen, cell-based, membrane potential dye, choline EC20 | High affinity choline transporter 1 (Homo sapiens), Q9GZV3 | CHT-expressing cells; stronger effect = higher value; LV-AA mutant CHT in HEK293 cells | B-score at 10 µM | actives 0.49% (n = 310,000);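 active = initial fluorescence not abnormally high and integrated response B-score, plate-corrected, over 3 SD above library mean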
Target sequence (Q9GZV3 whole entry, looked up): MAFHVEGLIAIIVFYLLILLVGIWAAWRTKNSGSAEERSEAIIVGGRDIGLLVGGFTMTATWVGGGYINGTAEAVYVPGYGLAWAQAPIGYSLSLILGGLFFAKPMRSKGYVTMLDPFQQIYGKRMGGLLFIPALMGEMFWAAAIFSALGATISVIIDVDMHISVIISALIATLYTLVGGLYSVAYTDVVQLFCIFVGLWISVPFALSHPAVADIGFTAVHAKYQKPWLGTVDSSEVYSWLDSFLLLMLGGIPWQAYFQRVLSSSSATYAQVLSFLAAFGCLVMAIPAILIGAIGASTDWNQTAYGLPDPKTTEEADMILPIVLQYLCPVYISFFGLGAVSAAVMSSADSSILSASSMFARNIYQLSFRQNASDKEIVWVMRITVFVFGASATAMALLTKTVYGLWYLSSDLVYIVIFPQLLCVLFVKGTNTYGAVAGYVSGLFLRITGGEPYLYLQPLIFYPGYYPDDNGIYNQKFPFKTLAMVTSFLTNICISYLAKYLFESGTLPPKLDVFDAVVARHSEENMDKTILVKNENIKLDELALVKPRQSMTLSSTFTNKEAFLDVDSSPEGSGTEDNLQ
OX1R antag: OX1R (HCRTR1) antagonists, primary screen, fluorescence, CHO/OX1R cells, Fluo-8 calcium, orexin A | Orexin/Hypocretin receptor type 1 (Homo sapiens), O43613 | Fluo-8 calcium fluorescence | inhibition, % at 5 µM | actives 0.43% (n = 330,000);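 active = inhibition above its plate's threshold, mean inhibition of all tested compounds on the plate plus 3 SD, cut at about 37% in these data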;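 also: 0% = orexin A challenge wells and 100% = SB-334867-A antagonist wells; not every result past the cut was called active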
Target sequence (O43613 whole entry, looked up): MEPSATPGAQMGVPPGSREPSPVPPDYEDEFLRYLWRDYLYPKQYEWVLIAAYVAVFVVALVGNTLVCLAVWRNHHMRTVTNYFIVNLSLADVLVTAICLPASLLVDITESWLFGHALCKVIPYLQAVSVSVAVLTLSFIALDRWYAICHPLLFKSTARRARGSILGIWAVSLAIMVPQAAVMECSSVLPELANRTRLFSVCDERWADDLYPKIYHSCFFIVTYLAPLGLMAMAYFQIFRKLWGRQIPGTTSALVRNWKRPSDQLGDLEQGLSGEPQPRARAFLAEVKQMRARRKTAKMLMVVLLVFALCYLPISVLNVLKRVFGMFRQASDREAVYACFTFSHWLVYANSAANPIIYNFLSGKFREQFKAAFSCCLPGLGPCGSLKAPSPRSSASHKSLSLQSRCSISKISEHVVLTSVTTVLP
Numbers without * were called inactive; i = inactive; . = not tested or not shown; & = joins results of further samples. A portion of the library, so the mix of outcomes need not match the whole.

Start of the listing, in advance (17 entries):
SMILES	CHT allo act	OX1R antag
CC1CCCN(C(=O)CN2C3CCC2CC(O)(c2ccc(F)cc2)C3)C1 (stereo not given)	i	-14
CN(C)[C@@H]1C(=O)C(C(N)=O)=C(O)[C@@]2(O)C(=O)C3=C(O)c4c(O)ccc(Cl)c4[C@@](C)(O)[C@H]3C[C@@H]12	i	-9
Cc1cc(-c2ccccc2)cc(C)[n+]1Cc1ccccc1	7.4*	-1
Oc1ccc(C2NCc3ccccc3-n3cccc32)cc1Cl (stereo not given)	i	0&25
O=C1NC(=O)C(CCc2ccncc2)(Cc2ccc3c(c2)OCO3)C(=O)N1CCc1ccccc1 (stereo not given)	i	-17
C[C@]12CC(=O)CC1CCC1C2CC[C@@]2(C)C1CC[C@@H]2O (stereo not given in full)	i	-17
Cc1cc(N2CCOCC2)nc2ccc(NC(=O)CCC(=O)N3CCC4(CC3)OCCO4)cc12	i	-11
Nc1cc2nc3ccccc3nc2cc1N	i	10
Cc1ccc(OCC(=O)N2CCN(C)CC2)c(Br)c1	i	-8
O=C(Cc1ccccc1)OCCNC(=O)c1cccnc1	i	4
CCn1nc(-c2ccccc2)nc2c(=O)n(C)c(=O)nc1-2	i	-14
COC(=O)C1C2c3ccccc3OC1(C)N=c1s/c(=C/c3cnn(C)c3C)c(=O)n12 (stereo not given)	i	-10
CCC(=O)N1CC(=O)Nc2ccc(Cl)cc2C1c1ccc(F)cc1 (stereo not given)	i	-23
Cc1ccc(/C=C2/C(=O)NC(=O)N(CCc3ccc(F)cc3)C2=O)o1	i	-9
O=C(COc1ccc(S(=O)(=O)N2CCCCC2)cc1)N1CCN(Cc2ccccc2)CC1	i	-25
Cc1ccc(-c2nc3ccccc3c(=O)n2-c2ccccn2)cc1	i	-18
C=C1[C@H]2CC[C@H]3[C@]4(C)C[C@H](O[C@H]5O[C@H](CO)[C@@H](OS(=O)(=O)O)[C@H](OS(=O)(=O)O)[C@H]5OC(=O)CC(C)C)C[C@@H](C(=O)O)[C@H]4CC[C@]3(C2)[C@H]1O	i	3

The whole of this part, from the first entry:
SMILES	CHT allo act	OX1R antag
CC1CCCN(C(=O)CN2C3CCC2CC(O)(c2ccc(F)cc2)C3)C1 (stereo not given)	i	-14
CN(C)[C@@H]1C(=O)C(C(N)=O)=C(O)[C@@]2(O)C(=O)C3=C(O)c4c(O)ccc(Cl)c4[C@@](C)(O)[C@H]3C[C@@H]12	i	-9
Cc1cc(-c2ccccc2)cc(C)[n+]1Cc1ccccc1	7.4*	-1
Oc1ccc(C2NCc3ccccc3-n3cccc32)cc1Cl (stereo not given)	i	0&25
O=C1NC(=O)C(CCc2ccncc2)(Cc2ccc3c(c2)OCO3)C(=O)N1CCc1ccccc1 (stereo not given)	i	-17
C[C@]12CC(=O)CC1CCC1C2CC[C@@]2(C)C1CC[C@@H]2O (stereo not given in full)	i	-17
Cc1cc(N2CCOCC2)nc2ccc(NC(=O)CCC(=O)N3CCC4(CC3)OCCO4)cc12	i	-11
Nc1cc2nc3ccccc3nc2cc1N	i	10
Cc1ccc(OCC(=O)N2CCN(C)CC2)c(Br)c1	i	-8
O=C(Cc1ccccc1)OCCNC(=O)c1cccnc1	i	4
CCn1nc(-c2ccccc2)nc2c(=O)n(C)c(=O)nc1-2	i	-14
COC(=O)C1C2c3ccccc3OC1(C)N=c1s/c(=C/c3cnn(C)c3C)c(=O)n12 (stereo not given)	i	-10
CCC(=O)N1CC(=O)Nc2ccc(Cl)cc2C1c1ccc(F)cc1 (stereo not given)	i	-23
Cc1ccc(/C=C2/C(=O)NC(=O)N(CCc3ccc(F)cc3)C2=O)o1	i	-9
O=C(COc1ccc(S(=O)(=O)N2CCCCC2)cc1)N1CCN(Cc2ccccc2)CC1	i	-25
Cc1ccc(-c2nc3ccccc3c(=O)n2-c2ccccn2)cc1	i	-18
C=C1[C@H]2CC[C@H]3[C@]4(C)C[C@H](O[C@H]5O[C@H](CO)[C@@H](OS(=O)(=O)O)[C@H](OS(=O)(=O)O)[C@H]5OC(=O)CC(C)C)C[C@@H](C(=O)O)[C@H]4CC[C@]3(C2)[C@H]1O	i	3
CC1CN2c3ccc([N+](=O)[O-])cc3CC3(C(=O)N(C)C(=O)N(C)C3=O)C2C(C)O1 (stereo not given)	i	-8
CC(C)CC(C)N (stereo not given)	.	-4
N[C@@H](Cc1c[nH]c2ccccc12)c1nnc(SCc2c(F)cccc2Cl)o1	i	9
C=CCN1C(=O)C2(C(C(=O)OCC)=C(N)Oc3c2c(=O)oc2ccccc32)c2ccccc21 (stereo not given)	i	-22
Cc1ccc(OCC(=O)N2CCN(Cc3cccnc3)CC2)cc1	i	-8
Cc1cc(NC(=O)CCl)on1	i	-9
O=P(CCl)(Nc1ccccc1)C(Cl)(Cl)Cl (stereo not given)	i	11
CC(=O)N1CCN(CCN=Cc2c(O)n(-c3ccc(F)cc3)c(=S)[nH]c2=O)CC1	i	4
COC(=O)C1=C(c2cccc(OCc3ccccc3)c2)C[C@@H]2CC[C@H]1N2C(=O)NCc1ccc(C(F)(F)F)cc1	.	5
C=C1N2CCC(CC2)C1(O)c1ccc(C)c(C)c1 (stereo not given)	i	-21
Cc1ccccc1CCNCc1ccc(Br)cc1	i	-13
CC(C)Oc1cccc(NC(=O)c2cccn(Cc3ccc4c(c3)OC(F)(F)O4)c2=O)c1	i	-37
O=[N+]([O-])c1cccc(O)c1	.	-7
COc1ccccc1C1=NCc2nnc(C)n2-c2ccc(Cl)cc21	i	1
COC(=O)C1=C(c2cccc(C#N)c2)C[C@@H]2CC[C@H]1N2C(=O)NCCO	.	18
CC1=C(C/C(C)=C/c2ccccc2)/C(=C/CO)[C@@H]2OC(=O)O[C@]2(C)C12CC2	i	-2
O=C1CN(O)C(c2ccccc2)=c2cc(Cl)ccc2=N1	i	5
CCN(CC)CCCN=Cc1c(O)n(Cc2ccc(F)cc2)c(=O)[nH]c1=O	i	-34
C=C(C)c1cccc(C(C)(C)NC(=O)NC2CN3CCC2CC3)c1 (stereo not given)	i	-10
CC(=O)OC1CC[C@@]2(C)C(=CC(=O)C3C4CCC(OC(C)=O)[C@@]4(C)CCC32)C1 (stereo not given in full)	i	-20
Clc1cnc(Oc2ccc(Oc3ncc(Cl)cc3Cl)cc2)c(Cl)c1	i	-16
CN1CCc2cc(O)cc3c2[C@H]1Cc1ccc(O)c(O)c1-3	i	7
COc1ccc(C(=O)C2CCCN(Cc3cnc(C)s3)C2)cc1OC (stereo not given)	i	-5
COC(=O)C1=C(c2ccc(OC(F)(F)F)cc2)C[C@@H]2CC[C@H]1N2C(=O)NCC1CC1	.	-14
Cc1cccc(N2C(=O)/C(=C/c3ccc(CN(CCC#N)S(C)(=O)=O)o3)C(=O)NC2=S)c1	i	-10
c1ccc(C2N3CCCN23)cc1 (stereo not given)	i	3
O=P1(NCc2ccco2)COc2ccccc2OC1	i	-1
O=c1[nH]c(=S)n(Cc2ccc(F)cc2)c(O)c1/C=N/N1CCCCC1	i	-34
COc1ccc(-n2c(-c3ccccc3[N+](=O)[O-])nc3ccccc3c2=O)cc1	i	.
CN(C)C(=S)SSC(=S)N(C)C	i	8
CC(C)CC(NC(=O)CCCNC(=O)CCC(=O)OC1O[C@H]2OC3(C)CC[C@H]4[C@H](C)CCC(C1C)C24OO3)C(=O)O (stereo not given in full)	i	-5
CCOC(=O)Cc1csc(NC(=O)c2c(O)c3ccccc3n(CCC(C)C)c2=O)n1	i	-27
C/C(=N\NC(N)=O)c1c(O)n(C)c(=O)n(C)c1=O	i	-10
CC(C)(O)[C@H]1O[C@H]2CC[C@@]3(C)[C@@](O)(CC[C@H]4Cc5c([nH]c6ccccc56)[C@@]43C)C2=CC1=O	i	7
NCc1cc(=O)[nH]o1	i	-3
CCS(=O)(=O)NCc1nnc2n1-c1ccc(Cl)cc1C(c1ccccc1)=NC2	i	5
CC(=NCCCN1CCOCC1)c1c(O)[nH]c(=O)[nH]c1=O	i	1
Cc1ccc(S(=O)(=O)NCC2CCC(C(=O)N3CCC4(CC3)OCCO4)CC2)cc1 (stereo not given)	i	-1
O=C(c1ccc2c(c1)OCO2)N1CCC2(CC1)OCCO2	i	-6
Cc1[nH]c2ccccc2c1/C=N/O	i	-5
COc1cccc(OC)c1C(=O)Nc1nc(N)n(-c2ccccc2)n1	i	-10
CC(=O)O[C@H]1CC[C@@]2(C)C(=CC[C@@H]3[C@@H]2CC[C@]2(C)C(=O)CC[C@@H]32)C1	i	-15
CN(C)CCN=Cc1c(O)n(-c2cccc3ccccc23)c(=O)[nH]c1=O	i	-32
Other records
SMILES	CHT allo act	OX1R antag
COC(=O)C1=C(c2cccc(C#N)c2)C[C@@H]2CC[C@H]1N2C(=O)N1CCCC1	.	-17
O=C(Nc1ccccc1)c1c(O)[nH]c(=O)[nH]c1=O	i	19
C[C@]12CC[C@H]3[C@@H](CCC4=CC(=O)CC[C@@]43O)[C@@H]1CCC2=O	i	-11
O=c1[nH]c(=O)n(Cc2ccccc2)c(O)c1C=NCCCn1ccnc1	i	-17
CNCCc1c[nH]c2ccccc12	i	6
CC(=O)NCCc1c[nH]c2ccccc12	i	-1
COC(=O)C1=C(c2c(C)noc2C)C[C@@H]2CC[C@H]1N2C(=O)N1CCC(O)CC1	.	-18
CCOP1(=S)Oc2cc3c(cc2C(C(=O)OC)(C(F)(F)F)O1)OCO3 (stereo not given)	i	-9
C[C@]12CC[C@H]3[C@@H](CCC4=CC(=O)CC[C@@]43C)[C@@H]1CC[C@@H]2O	.	-9
CCCC(=O)c1c(O)[nH]c(=O)[nH]c1=O	i	-11
COC(=O)C1=C(c2cc3ccccc3s2)C[C@@H]2CC[C@H]1N2C(=O)N1CCOCC1	i	-22
Cc1cc(OC(C)C(=O)N[C@H](C(=O)O)c2ccccc2)c2c3c(c(=O)oc2c1)CCC3 (stereo not given in full)	i	-8
CCCCC/C=C\C/C=C\C/C=C\C/C=C\CCCC(=O)Nc1ccc(O)cc1	i	-34
C[C@]12C[C@@H](O)[C@H](O)CC1=CCC1C2CC[C@]2(C)C(=O)CCC12 (stereo not given in full)	.	8
COc1ccc(NC(=O)CN2CC=C(c3ccccc3)CC2)cc1S(=O)(=O)N1CCOCC1	i	-23
CCCCc1ncc(CN2CCCC(C(=O)c3ccc(SC)cc3)C2)[nH]1 (stereo not given)	i	-21
C=Cn1ccnc1P(=S)(c1nccn1C=C)C1CCCCC1	i	-2
O=C1/C(=C/c2ccncc2)N2CCC1CC2	i	-5
Cc1cc(N2C(=O)C3CCCN3C2c2ccc(Cl)c(Cl)c2)no1 (stereo not given)	i	-37
O=C1C=C2C=C[C@@H]3CC2(O1)[C@H]1CCCCN31	i	1
Cc1cc(/C=C2\C(=O)NC(=O)N(c3cccc(F)c3)C2=O)c(C)n1-c1cc(C(=O)O)cc(C(=O)O)c1	i	2
O=[P+](Cc1ccccc1)Cc1ccccc1	i	-5
Cc1cc(C)c(-n2c(O)c(/C=N/N3CCCCC3c3cccnc3)c(=O)[nH]c2=O)c(C)c1 (stereo not given)	i	-27
CC(=O)Nc1ccc(OC(=O)N(C)c2ccc(C)cc2)cc1	i	-2
Cc1nc2nc(C)c(CCC(=O)N3CCC4(CC3)OCCO4)c(C)n2n1	i	2
CCCCCC(=O)N[C@@H](c1ccccc1)[C@@H](O)C(=O)O[C@H]1C[C@@]2(O)[C@@H](OC(=O)c3ccccc3)C3[C@](C)(C(=O)[C@H](O)C(=C1C)C2(C)C)[C@@H](OC1OCC(O)C(O)C1O)C[C@H]1OC[C@@]31OC(C)=O (stereo not given in full)	i	-22
CCC1(CC)C(=N)N(C)C(=O)NC1=O	i	1
CC(NCc1ccc(Cl)c(Cl)c1)C(O)c1ccccc1 (stereo not given)	i	-5
CCOc1ccc(-c2cc(C)[n+](CCc3ccc(OC)c(OC)c3)c(-c3ccc(OCC)cc3)c2)cc1	i	.
C/C=C/CC1(CC)C(=O)NC(=S)NC1=O	i	-5
CCOC(=O)N1CCN(C(C)C(=O)c2c[nH]c3ccccc23)CC1 (stereo not given)	i	-38
O=[N+]([O-])c1ccc(-[n+]2c(-c3ccccc3)cc(-c3ccccc3)cc2-c2ccccc2)cc1	i	-17
Cc1ccc(C2=NN(CCC(=O)N3CCC4(CC3)OCCO4)C(=O)CC2)cc1	i	-6
CN(C)C(=O)Oc1ccc2nnc3ccnn3c2c1	i	-6
Cc1cccc2c(CCN)c[nH]c12	i	-12
CC[C@@H]1C=CC=CC[C@H](C)[C@@H](O)[C@@H](C)C(=O)[C@H](C)[C@@H](O)[C@H](C)C(=O)[C@H](C)[C@@H](O)[C@H](C)C=CC(=O)O[C@H]2[C@@H](C)[C@@H](CC1)O[C@@]1(CC[C@@H](C)[C@@H](C[C@H](C)O)O1)[C@@H]2C	i	-37
C[N+]1=C(/C=C/Nc2ccccc2)C(C)(C)c2ccccc21	i	22
CC(=O)O[C@]1(C)C(=O)OC/C2=C/CN(C)CCC(OC(=O)[C@@](O)(C(C)O)C[C@H]1C)C2=O (stereo not given in full)	i	-4
COc1c(C)cc(C(=O)C2CCCN(Cc3cnc(C)s3)C2)cc1C (stereo not given)	i	-15
COC(=O)C1=C(c2cccc(OCc3ccccc3)c2)C[C@@H]2CC[C@H]1N2C(=O)NCc1cccc(OC)c1	.	-5
CC(C)(C)n1cc(C(=O)c2ccc3ccccc3c2O)cn1	i	-18
C=C1C(=O)O[C@@H]2C[C@@H](C)[C@H]3C=CC(=O)[C@]3(O)C[C@@H]12	i	6
CCCC[C@@H](C)C[C@@H](C)C(=O)N(C)[C@@H](CC(C)C)C(=O)N[C@H](C(=O)N(C)[C@H](C(=O)N1C[C@@H](O)C[C@H]1C(=O)N1C(=O)C=C[C@@H]1C)C(C)C)C(C)OC(C)=O (stereo not given in full)	.	-22
O=C(N=Nc1c(O)[nH]c(=O)[nH]c1=O)C1COc2ccccc2O1 (stereo not given)	i	-2
CC(=Nc1ccc2c(c1)CCC2)c1c(O)n(C)c(=O)n(C)c1=O	i	-21
